Assay outcomes deposited in PubChem BioAssay by Sanford-Burnham Center for Chemical Genomics.
APJ agonist – APJ receptor agonism; P35414; CHO-K1 APJ PathHunter beta-arrestin, luminescence; 0% DMSO wells, 100% apelin; activation, % at 20 µM; hit rate 0.11% among 330,000; AID 2520;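 active = activation more than six SD over the plate average, tested at 20 µM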;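 note: 0% = DMSO alone and 100% = apelin-13 at 10 nM; some results filed as inactive read as strong as hits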
Target sequence (P35414 whole entry, looked up): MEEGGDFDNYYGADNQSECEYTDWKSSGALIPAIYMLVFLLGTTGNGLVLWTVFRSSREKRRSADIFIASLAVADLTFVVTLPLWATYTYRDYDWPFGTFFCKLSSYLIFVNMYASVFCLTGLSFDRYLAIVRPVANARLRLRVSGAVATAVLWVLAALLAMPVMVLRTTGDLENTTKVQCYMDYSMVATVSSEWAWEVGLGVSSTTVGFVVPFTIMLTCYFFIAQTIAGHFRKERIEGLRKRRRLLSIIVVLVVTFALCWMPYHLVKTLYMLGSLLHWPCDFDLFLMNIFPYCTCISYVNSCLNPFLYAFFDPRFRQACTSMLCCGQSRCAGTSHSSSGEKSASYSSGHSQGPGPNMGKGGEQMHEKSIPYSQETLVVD
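Material: engineered CHO-K1 APJ arrestin reporter cells; amount: 1000 CHO-K1 reporter cells seeded per well; incubation: compound stimulation 90 min at 25 °C, detection 60 min; signal: luminescent beta-gal fragment complementation, chemiluminescent substrate; read-out basis: APJ agonist activity; controls: DMSO-only wells as negative, 10 nM Apelin-13 as positive control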
CHOP UPR activ – apoptotic UPR (CHOP) activation; CHO-CHOP luciferase reporter, luminescence; percent of tunicamycin response over DMSO baseline; activation, % at 10 µM; hit rate 0.34% among 330,000; AID 449763;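 active = at 10 µM dose, activation of 40% or more, normalized to positive control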;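 note: 100% = tunicamycin at 10 µg/mL and 0% = DMSO alone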
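measured by = luciferase luminescence | assay system = CHO-CHOP cells, stable luciferase reporter of PERK-eIF2a-CHOP signalling | amount = 500 reporter cells seeded per well | timing = 6 h compound exposure at 37 °C after overnight seeding | controls = positive tunicamycin 10 µg/mL, negative DMSO alone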
UPR XBP1 act – adaptive UPR (XBP1) activation; CHO-XBP1 luciferase reporter, IRE1-XBP1 UPR activation, luminescence; percent of tunicamycin response, DMSO as zero; activation, % at 20 µM; hit rate 0.33% among 330,000; AID 463104;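 active = versus positive control, 20 µM dose yields 30% or more activation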;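 note: 100% = tunicamycin at 10 µg/mL and 0% = DMSO only wells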
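assay system = CHO-XBP1 luciferase reporter cells | amount = 1000 cells/well | buffer or medium = F12 plus 10% FBS | compound dosing = single point, 20 µM final compound, 1% DMSO | incubation = 16-18 h cell attachment at 37 °C, then 6 h compound exposure | detection = Steady-Glo luminescence read | controls = tunicamycin 10 µg/mL and vehicle-only wells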
tim23-1 inh – inhibits growth of tim23-1 mutant yeast. S. cerevisiae tim23-1 growth, BacTiter-Glo luminescence, 24 h. inhibition, % at 20 µM. hit rate 1.3% among 330,000. AID 463212;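 active = growth inhibition of the mutant yeast at or above 50%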;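 note: temperature-sensitive mutant grown at 25 °C; plate controls were DMSO-treated mutant yeast for no effect and medium wells lacking yeast for full effect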
Mdm2-MdmX inh – human Mdm2/MdmX binding inhibition; O15151+Q00987; SaOS-2 split-luciferase Mdm2/MdmX complementation, luminescence; inhibition, % at 8 µM; hit rate 3% among 330,000; AID 485346;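 active = inhibition of at least 50% at 8 µM in the primary screen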
tim10-1 inh – inhibits growth of tim10-1 mutant yeast. S. cerevisiae tim10-1 ts strain growth, BacTiter-Glo, 24 h. inhibition, % at 20 µM. hit rate 2.2% among 330,000;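 active = inhibition of at least 40%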;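 note: mutant grown at 25 °C; 0% = DMSO wells with yeast and 100% = wells holding no yeast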
TIM10 inh – inhibits growth of TIM10 yeast strain; inhibition, % at 10 µM; hit rate 1.4% among 330,000; S. cerevisiae TIM10 strain growth, BacTiter-Glo luminescence, 24 h;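 active = inhibition of 40% or more at the single tested concentration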;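 note: wild-type TIM10 isogenic control strain grown at permissive 25 °C; 0% = DMSO yeast wells and 100% = minimal medium wells without yeast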
APJ antag – blocks the human apelin receptor APJ. CHO-K1 APJ beta-arrestin complementation, luminescence. inhibition, % at 20 µM. hit rate 0.32% among 330,000;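 active = inhibition above about 40% at 20 µM, limit read from the data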;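 note: cells challenged with 10 nM apelin-13 agonist together with compound; plate controls were apelin-13 plus DMSO wells for no effect and DMSO wells lacking apelin-13 for full effect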
CXCR6 block – CXCR6 (human) receptor inhibition; O00574; hit rate 0.36% among 360,000; CHO-K1 PathHunter CXCR6 beta-arrestin, luminescence; inhibition, % at 20 µM; in the data active = inhibition above about 34%, passing the limit was not always enough;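 note: antagonist mode with CXCL16 agonist at 10 nM final; 0% = 10 nM CXCL16 with DMSO and 100% = unstimulated wells without agonist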
Target sequence (O00574 whole entry, looked up): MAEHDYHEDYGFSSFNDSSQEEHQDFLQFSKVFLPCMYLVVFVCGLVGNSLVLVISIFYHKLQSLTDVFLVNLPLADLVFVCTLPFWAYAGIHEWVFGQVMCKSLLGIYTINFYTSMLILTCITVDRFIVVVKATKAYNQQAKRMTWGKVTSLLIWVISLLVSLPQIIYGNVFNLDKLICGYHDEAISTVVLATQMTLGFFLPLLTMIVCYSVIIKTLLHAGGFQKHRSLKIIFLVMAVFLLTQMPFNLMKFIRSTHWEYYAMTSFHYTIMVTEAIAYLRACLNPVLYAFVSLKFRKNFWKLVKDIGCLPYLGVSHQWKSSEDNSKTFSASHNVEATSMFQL
* = called active by the depositor; nt = not tested or not shown.

Molecule	APJ agonist	CHOP UPR activ	UPR XBP1 act	tim23-1 inh	Mdm2-MdmX inh	tim10-1 inh	TIM10 inh	APJ antag	CXCR6 block
O=C(NCc1ccccc1F)C1CCN(C(=O)NCc2ccccc2)CC1	-2.4	-0.1	-1.7	2.2	-7.5	4.9	-6.5	-20.3	10.7
CC(C)CN1C(=O)/C(=C/c2cccs2)NC1=S	-4.6	4.2	-1.0	49.9	-1.9	42.8*	48.2*	14.9	5.0
Cc1sc2nc(-c3ccncc3)[nH]c(=O)c2c1-c1ccccc1	5.0	0.6	0.7	31.3	-19.9	9.3	15.1	-17.7	nt
CC(=O)N(/N=C/c1ccc(C)cc1)c1nc(CCl)cs1	0.8	5.1	5.8	37.5	-20.1	28.2	11.8	-1.2	10.5
Cn1c(N)c(C(=O)COC(=O)/C=C/c2ccc(Cl)cc2Cl)c(=O)n(C)c1=O	6.9	4.4	-1.3	1.4	27.4	4.6	-16.1	-12.5	-13.2
CCOC(=O)C1=C(CN2CCN(C(=O)c3ccco3)CC2)NC(=O)NC1c1ccc(Cl)cc1 (stereo not given)	-0.7	2.1	-3.1	-2.2	24.5	3.2	5.7	8.8	2.9
Cc1cccc(N(C(=O)c2csnn2)C(C(=O)NCc2ccccc2)c2cccs2)c1 (stereo not given)	1.0	0.2	-2.7	22.5	-27.5	23.4	-5.2	-2.1	3.7
Cn1c(N)c(C(=O)COC(=O)c2ccc(Cl)c(S(=O)(=O)N3CCCC3)c2)c(=O)n(C)c1=O	-2.0	-0.9	0.6	23.7	-7.2	11.7	-4.8	-9.1	-15.8
OCCC1CN(Cc2cccc3c2OCO3)CCN1Cc1ccccc1 (stereo not given)	0.7	-1.4	-3.1	13.2	2.7	-15.4	-15.2	0.7	3.8
COc1ccc(Cl)cc1NC(=O)CCCNC(=O)c1ccc(Cl)cc1	-2.9	-1.0	-3.0	1.5	-9.6	-1.2	-10.9	4.0	4.0
Nc1nnnn1/N=C/c1ccccc1C(F)(F)F	-1.4	1.1	-3.1	18.9	26.5	4.4	10.0	-1.5	1.6
Cc1ccc(C(=O)NC(=S)Nc2ccc(NC(=O)c3cccs3)cc2)cc1[N+](=O)[O-]	-4.7	0.3	2.7	-18.3	48.0	15.2	-32.4	20.4	28.4*
CC1CCCC(C)N1C(=O)Cn1c(SCC(=O)NCc2ccc3c(c2)OCO3)nc2ccccc21 (stereo not given)	5.1	0.6	-4.6	9.7	-25.7	13.5	5.2	-35.5	4.1
O=C(Nc1ccc2c(c1)OCCO2)c1cccnc1Oc1ccc(Cl)cc1	-4.5	2.3	-3.0	37.3	-11.4	23.6	27.3	4.1	5.9
COc1ccccc1N1CCN(C(=O)C2CCCN(S(=O)(=O)c3ccc(C)cc3)C2)CC1 (stereo not given)	-0.9	0.8	-1.8	25.1	-1.9	26.3	23.9	-2.4	-12.7
CCCC(=O)Nc1cc(Cl)ccc1C	-2.7	0.5	-1.0	2.5	0.2	4.4	5.9	7.6	-8.2
COc1ccc(-n2nnnc2-c2cccnc2)cc1	-0.3	-0.3	-1.9	5.7	21.2	16.0	-4.6	14.2	4.5
Cc1cc(NC(=O)CSc2nc3c(C)cccc3cc2C)no1	-2.0	-2.0	-5.6	10.8	11.5	0.7	-18.2	8.8	8.5
CC(=O)c1cccc(NC(=O)CN(c2ccccc2)S(C)(=O)=O)c1	-2.9	-3.1	-4.9	10.7	6.5	3.5	7.2	5.9	-2.6
CCCCC1(C)Nc2ccccc2-c2nc3ccccc3n21 (stereo not given)	4.9	4.6	3.8	33.5	20.7	33.6	20.3	-3.2	-0.2
O=C(Nc1nc(-c2ccc(-c3ccccc3)cc2)cs1)c1cnccn1	-2.3	-2.0	2.0	15.0	47.4	23.8	17.0	1.5	8.7
COc1ccc(C2C(C(=O)c3ccc(C)o3)=C(O)C(=O)N2Cc2ccco2)cc1OC (stereo not given)	-6.3	0.3	1.5	1.0	1.0	-21.4	-4.6	-6.1	-5.7
CC(C)(C)N1OC2CC1c1nc3ccccc3n1C2 (stereo not given)	-0.4	-2.0	-3.2	16.9	4.5	2.8	14.7	-1.0	3.0
COc1ccc(NC(=O)CCN2C(=O)c3ccccc3C2=O)c(OC)c1	0.1	2.8	-3.4	4.2	3.8	-4.3	-10.4	1.3	-0.8
CC1CCCN(C(=O)COC(=O)c2n[nH]c3ccccc23)C1 (stereo not given)	4.7	5.5	0.9	17.3	-23.1	18.2	6.8	-3.8	-0.5
Fc1ccccc1NC(=S)N1CCN(Cc2ccc3c(c2)OCO3)CC1	-2.4	-0.3	-4.7	12.1	-2.6	14.8	24.3	-10.4	-6.7
COc1cccc(N/C(N)=N/c2nc(C(F)(F)F)cc(=O)[nH]2)c1	-2.0	1.2	-1.7	-16.6	44.3	12.4	-17.4	21.6	-4.9
CC(=O)N1CCC(N(CCCOC(C)C)C(=O)Nc2ccc(Cl)cc2)CC1	-1.7	6.6	-2.4	0.6	14.1	-1.7	-4.4	20.8	7.8
CCn1c(SCC(=O)Nc2cccc(NC(C)=O)c2)nc2c([nH]c3ccccc32)c1=O	-2.7	-0.2	-4.2	-34.0	78.0*	-23.1	-23.0	-44.6	8.4
O=C(c1ccc(S(=O)(=O)NCc2ccco2)cc1)N1CCCC1	-1.7	-0.1	-1.6	0.9	-7.6	1.3	2.4	-1.0	2.8

Rewritten with values under each structure: entries from further up.
Order of results – APJ agonist, CHOP UPR activ, UPR XBP1 act, tim23-1 inh, Mdm2-MdmX inh, tim10-1 inh, TIM10 inh, APJ antag, CXCR6 block
- CC(C)CN1C(=O)/C(=C/c2cccs2)NC1=S
→ -4.6, 4.2, -1.0, 49.9, -1.9, 42.8*, 48.2*, 14.9, 5.0
- Cc1sc2nc(-c3ccncc3)[nH]c(=O)c2c1-c1ccccc1
→ 5.0, 0.6, 0.7, 31.3, -19.9, 9.3, 15.1, -17.7, nt

(more compounds)
Molecule	APJ agonist	CHOP UPR activ	UPR XBP1 act	tim23-1 inh	Mdm2-MdmX inh	tim10-1 inh	TIM10 inh	APJ antag	CXCR6 block
CCNc1nc(C(=O)O)nc(N2CCOCC2)n1	-4.0	-1.6	-3.3	-1.5	1.0	5.1	-13.8	-30.1	5.3
Cc1ccc(C)c(OCC(=O)N2CCN(C(=O)c3ccco3)CC2)c1	0.9	4.7	-1.8	15.1	-1.2	13.0	3.8	1.5	-12.4
CC(=O)c1ccc(N2C(=O)[C@@H]3[C@H](C2=O)[C@H]2c4ccccc4C=NN2[C@@H]3C(C)=O)cc1	-1.5	-1.5	-3.9	11.7	-4.1	13.0	3.3	7.8	-0.5
CCN(CC)C(=O)Oc1ccc2cc(Br)ccc2c1	-2.6	6.4	2.2	24.9	-40.5	20.1	23.5	1.6	-1.0
CN(C)CCn1c2c(c(SCC(=O)Nc3cccc(C(F)(F)F)c3)nc1=O)CCCC2	-0.7	1.9	-3.3	13.0	39.7	5.9	16.3	11.8	0.1
COc1ccc(C)cc1NC(=O)c1nn(C)cc1Br	2.2	-0.3	1.4	46.2	14.6	38.6	12.7	-33.8	-6.2
COCCN(C(=O)CNC(=O)c1cccs1)C(C(=O)NC1CCCCC1)c1ccco1 (stereo not given)	-2.9	1.1	-0.9	2.2	-29.8	11.2	14.4	0.6	8.5
CN(C)c1nc(N)c([N+](=O)[O-])c(NCCO)n1	-1.4	0.1	0.5	-8.4	-10.4	5.7	-0.6	9.9	5.9
Cc1cc2occ(CC(=O)NC3(C)CCS(=O)(=O)C3)c2cc1C (stereo not given)	-2.8	2.2	-4.2	1.9	24.2	6.9	-4.4	9.8	8.0
NC(=O)NC(CC(=O)NCCc1ccc(S(N)(=O)=O)cc1)c1ccccc1Cl (stereo not given)	-2.4	-1.8	-0.3	3.3	6.0	-6.2	-1.5	-26.1	1.7
O=C(N/N=C/c1ccc2c(c1)OCO2)c1cc(-c2ccc(F)cc2)nc2ccccc12	-0.2	6.2	2.6	13.4	34.2	18.3	23.2	1.9	-6.7
CN(C)N=Nc1nc2c(c(=O)n(C)c(=O)n2C)n1CC1CO1 (stereo not given)	1.1	-1.2	1.2	5.9	33.3	7.3	10.1	-6.4	-8.3
COc1ccc(OC)c(Nc2cc3ccccc3c(=O)[nH]2)c1	14.0	-1.6	1.2	3.3	19.5	24.7	-4.7	-6.5	-18.1
O=C(NCC(=O)N1CCN(c2ncccn2)CC1)c1ccccc1OC(F)F	-1.9	0.8	-1.3	16.6	4.8	11.4	-3.0	-11.4	-1.1
CCC(=O)N1CCc2cc(S(=O)(=O)NCCC(=O)Nc3ccccc3C)ccc21	8.4	-0.2	-4.5	9.9	16.6	11.9	-11.1	-20.8	4.3
Cc1noc(-c2ccc(C(F)(F)F)cc2)c1NC(=O)Nc1ccc(Cl)cc1	7.4	4.5	-3.2	13.1	94.7*	22.4	13.0	-23.4	-12.6
CC1CN(c2c3c(nc4ncnn24)CCCC3)CC(C)O1 (stereo not given)	-1.5	-1.1	-2.7	1.6	-32.1	13.5	-6.9	11.6	2.4
CCOC(=O)c1[nH]cnc1C(=O)Nc1ccc([N+](=O)[O-])cc1	-2.0	1.4	1.3	17.8	10.2	26.2	21.3	0.6	4.5
CCCCc1ccc(NC(=S)N2CCN(c3ncccn3)CC2)cc1	0.0	-0.8	-1.6	1.1	-7.1	22.7	19.7	7.3	-5.5
CCOC(=O)N1CCN(C(=O)C(=O)NN)CC1	-1.6	-0.3	-2.3	13.0	5.0	4.9	-2.7	3.2	-0.3

A portion of the library. The share of hits here may be higher or lower than overall.
